Screening results from PubChem BioAssay.
FEN1 inhibitor – qHTS Assay for the Inhibitors of Human Flap endonuclease 1 (FEN1); P39748; Recombinant FEN1 flap cleavage, fluorescence, 15 min; Potency, µM (top dose mostly 114 µM), for inactives: at the top dose activity change, negative = inhibition, usual class: inhibitors; 390,000 compounds, 0.35% hits; note: nearly all actives have a fitted effect of over 65% in size
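Steps: FEN1 (10 nM) dispensed; compound added by pin tool; 15 min at room temperature; substrate added to 50 nM final; reads at 0 min and 15 min; data normalized and fitted (four-parameter Hill).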
GCN5L2 inh – qHTS Assay for Inhibitors of GCN5L2 | Histone acetyltransferase KAT2A (Homo sapiens), Q92830 | GCN5L2 HAT assay, ThioGlo1 CoA-SH fluorescence | 390,000 compounds, 0.21% hits | Potency, µM (top dose mostly 58.9 µM), for inactives: top-dose activity change, negative = inhibition, hits mostly inhibitors
Target sequence (Q92830 whole entry, looked up): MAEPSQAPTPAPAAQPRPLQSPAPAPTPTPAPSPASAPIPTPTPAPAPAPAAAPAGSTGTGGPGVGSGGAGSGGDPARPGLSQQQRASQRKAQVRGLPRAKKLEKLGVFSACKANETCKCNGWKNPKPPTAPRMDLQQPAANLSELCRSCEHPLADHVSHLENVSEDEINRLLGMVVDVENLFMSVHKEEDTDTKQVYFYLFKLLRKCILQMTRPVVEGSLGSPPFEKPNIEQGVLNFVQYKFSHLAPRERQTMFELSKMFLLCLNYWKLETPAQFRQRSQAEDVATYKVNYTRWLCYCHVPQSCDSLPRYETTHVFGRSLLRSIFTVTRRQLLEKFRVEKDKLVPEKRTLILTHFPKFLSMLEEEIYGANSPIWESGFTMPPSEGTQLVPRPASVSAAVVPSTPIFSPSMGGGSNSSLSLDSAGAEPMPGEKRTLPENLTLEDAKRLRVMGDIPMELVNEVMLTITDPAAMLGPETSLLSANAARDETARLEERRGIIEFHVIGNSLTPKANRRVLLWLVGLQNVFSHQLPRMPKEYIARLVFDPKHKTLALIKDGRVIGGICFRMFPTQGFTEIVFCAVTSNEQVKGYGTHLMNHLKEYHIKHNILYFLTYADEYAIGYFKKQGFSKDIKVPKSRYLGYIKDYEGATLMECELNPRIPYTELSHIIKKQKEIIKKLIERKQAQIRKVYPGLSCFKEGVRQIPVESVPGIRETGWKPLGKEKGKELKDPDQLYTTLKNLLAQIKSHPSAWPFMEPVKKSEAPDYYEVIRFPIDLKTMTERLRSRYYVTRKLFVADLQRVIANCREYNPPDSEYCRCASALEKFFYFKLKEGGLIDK
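Preincubate 20nM GCN5L2 with compound 15 min, RT → add 50uM ThioGlo1 + 75uM H3(1-25) + 70uM acetyl-CoA → read fluorescence 0 and 20 min. Primary qHTS; fluorescent artifacts likely.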
DT40 TDP1 CPT – qHTS for Inhibitors of human tyrosyl-DNA phosphodiesterase 1 (TDP1): qHTS in cells in presence of CPT | chicken DT40 Tdp1-/-;hTDP1 cells + 20 nM CPT, ATP luminescence, 48 h | Potency, µM (highest dose often 46.2 µM), inactives show top-dose activity change, negative = growth inhibition, most hits filed as inhibitors | 420,000 compounds, 12% hits | AID 686979, 2013; note: nearly all actives have a fitted effect of over 55% in size
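Chicken DT40 Tdp1-/- cells complemented with human TDP1, 400 cells/well, exposed to compounds plus 20 nM camptothecin for at least 48 h at 37 C; viability read as ATP content by CellTiter-Glo luminescence.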
* marks the source's active call; other numbers are inactive results; ? = inconclusive; . = not tested or not shown; & = joins results of further samples; [ ] = dose if it differs, or a comment. Calls come from the whole dose curve; as a rule, active = well fitted curve in the direction sought with a large enough effect; inconclusive = small, poorly fitted or top-dose-only effect, or another doubt; inactive = no such curve, though single readings can be large; an effect the other way counts as inactive or inconclusive. % is set by controls: 0 for no effect and ±100 for the full control effect; potency is the fitted concentration of half-maximal effect. The list is partial; count on the stated rates, not on these rows.

Preview:
entry | SMILES | FEN1 inhibitor | GCN5L2 inh | DT40 TDP1 CPT
1 | CC(C)CCNC(=O)c1ccc2c(c1)ncn2C1CCCCC1 | -3% | -10% | ?
2 | O=C(COC(=O)c1ccccc1NC(=O)c1ccco1)NCc1ccc2c(c1)OCO2 | -4% | 2% | ?

Main list, repeating the preview:
entry | SMILES | FEN1 inhibitor | GCN5L2 inh | DT40 TDP1 CPT
1 | CC(C)CCNC(=O)c1ccc2c(c1)ncn2C1CCCCC1 | -3% | -10% | ?
2 | O=C(COC(=O)c1ccccc1NC(=O)c1ccco1)NCc1ccc2c(c1)OCO2 | -4% | 2% | ?
3 | C=CCn1c(SCC(=O)N(CC)C2CCS(=O)(=O)C2)nnc1-c1ccccc1 (stereo unspecified) | -4% | -5% | 3%
4 | O=C(NCCCN1CCOCC1)c1sc2cc([N+](=O)[O-])ccc2c1Cl | ? | ? | -29%
5 | Cn1ncc2c(Nc3cc(Cl)cc(Cl)c3)ncnc21 | -12% | -10% | ?
6 | COc1ccc(NC(=O)CC2C(=O)N(c3ccc(C)cc3)C(=O)N2C2CCCC2)cc1 (stereo unspecified) | -5% | -3% | ?
7 | CNS(=O)(=O)c1cc(C(=O)O)ccc1OC | -1% | -7% | ?
8 | O=C1NC2c3c(Cl)sc(Cl)c3C(=O)C2O1 (stereo unspecified) | ? | . | 21µM*
9 | Cc1ccc(C(=O)CN(C(=O)c2ccc(Cl)c(Cl)c2)N2C(=O)C3CCCCC3C2=O)cc1 (stereo unspecified) | -3% | -4% | -6%
10 | COC(=O)c1cccc(COC(=O)c2cccnc2SC)c1 | -10% | -7% | -112%
11 | Cc1cc(=O)c2cc(C(=O)Nc3cccc(C)c3C)ccc2[nH]1 | -5% | -1% | ?
12 | CN(C)/C=C/C(=O)C(F)(F)F | -7% | 23% | 9%
13 | Cc1cccc(C(=O)O/N=C(\c2ccccc2)c2cccnc2)c1 | -27% | -8% | -12%
14 | Cc1cc(Cl)ccc1OCCCC(=O)N1CCN(S(=O)(=O)c2ccccc2)CC1 | -5% | -23% | ?
15 | CC(Sc1nnc(Cc2cccs2)n1C1CC1)C(=O)NC1CCS(=O)(=O)C1 (stereo unspecified) | -1% | -4% | 0%
16 | O=C(NC1CCCC1)C(c1ccccn1)N(C(=O)c1csnn1)c1ccccc1F (stereo unspecified) | 1% | -3% | -1%
17 | O=[N+]([O-])c1ccccc1OC/C(=N\O)c1ccccc1 | -9% | -13% | ?
18 | N#Cc1c2n(c3c(=O)n(Cc4ccccc4)cnc13)CCCC2 | -14% | -1% | -16%
19 | CCOc1ccc(S(=O)(=O)N2CCC(C(=O)NCc3ccccn3)CC2)cc1C | -8% | 2% | -10%
20 | Cc1cccc(C)c1NC(=O)CNC(=O)c1c(-c2ccccc2)noc1C | -10% | -1% | 11%
21 | CC(C)NC(C(=O)Nc1cc(Cl)cc(Cl)c1)c1ccccc1 (stereo unspecified) | -20% | -10% | -24%
22 | O=C(COC(=O)c1cccc(C(F)(F)F)c1)NC(=O)NC1CCCC1 | 15% | -3% | ?
23 | CSc1cccc(NC(=S)NC(=O)CCc2ccccc2)c1 | -22% | -8% | ?
24 | COCCNC(=O)C(=O)NNC(=O)CCc1ccccc1 | 13% | 1% | -17%

2 entries drawn at random from the list so far:
entry | SMILES | FEN1 inhibitor | GCN5L2 inh | DT40 TDP1 CPT
20 | Cc1cccc(C)c1NC(=O)CNC(=O)c1c(-c2ccccc2)noc1C | -10% | -1% | 11%
22 | O=C(COC(=O)c1cccc(C(F)(F)F)c1)NC(=O)NC1CCCC1 | 15% | -3% | ?

The list continues.
entry | SMILES | FEN1 inhibitor | GCN5L2 inh | DT40 TDP1 CPT
25 | COc1cccc(CN(CC(=O)NC2CCCC2)C(=O)Cn2nnc(-c3cccs3)n2)c1 | -14% | 0% | ?
26 | CN1CCN(C2=C(Cl)C(=O)N(Cc3ccccc3)C2=O)CC1 | -6% | -1% | -10%
27 | CCCCCOC(=O)Cn1c(N2CCCCCC2)nc2c1c(=O)[nH]c(=O)n2C | -1% | -8% | -25%
28 | Cc1ccc(-n2ncc3c(N4CCN(c5ccc(F)cc5)CC4)ncnc32)c(C)c1 | -2% | -26% | 12µM*
29 | O=C(Nc1cccc(C(=O)O)c1)/C(=C\c1ccc2c(c1)OCO2)NC(=O)c1ccc(Br)cc1 | 6% | -13% | -1%
30 | COc1ccc(-c2csc(NC(=O)CCN3C(=O)C4CC=CCC4C3=O)n2)cc1OC (stereo unspecified) | -1% | -17% | 21µM*
31 | Cc1[nH]ccc(=O)c1OCc1c(F)cccc1Cl | 2% | -3% | 0%
32 | C=CCn1c(COc2ccc(F)cc2)nnc1SC(C)C(=O)NCC1CCCO1 (stereo unspecified) | -1% | 0% | -29%
33 | CCOc1ccc(NC(=O)CN2C(=O)CCSc3ccc(S(=O)(=O)N4CCCC4)cc32)cc1 | 17%&12% | -16%&-8% | -20%&-19%
34 | O=C(c1ccc([N+](=O)[O-])o1)N1CCN(c2nc3c(Cl)cccc3s2)CC1 | 8% | -24% | 21µM*
35 | COc1ccc(Cn2c(=S)[nH]c3cc(C(=O)N4CCN(c5ccccc5)CC4)ccc3c2=O)cc1 | 3% | -6% | ?
36 | CCc1cccc(NC(=O)Cn2c(=O)c3cccn3c3ccccc32)c1 | -16% | -1% | -5%
37 | CN1/C(=C\C(=O)C[n+]2cccc(C(N)=O)c2)C(C)(C)c2ccccc21 | 2% | -16% | 13%
38 | O=C(CNS(=O)(=O)c1ccc2ccccc2c1)OCC(=O)c1ccc(Br)s1 | 29% | -2% | -16%
39 | CCCN(CC(=O)Nc1ccccc1C)C(=O)C1CC(=O)N(c2ccc(C)cc2)C1 (stereo unspecified) | 1% | -2% | -1%
40 | Nc1ccc(C(=O)N/N=C/c2cn(Cc3ccccc3F)c3ccccc23)cc1 | -22% | ? | ?
41 | CSc1ccc(CCNC(=O)CN2C(=O)CCSc3ccccc32)cc1 | -11% | -10% | 6%
42 | CCCc1cc(=O)[nH]c(SCC(=O)Nc2ccc(C)cc2)n1 | -5% | -3% | -13%
43 | COc1ccc(OC)c(C(=O)CSc2nc3ccccc3n2CC(=O)NC(C)(C)C)c1 | -7% | -9% | 8%
44 | Cc1nnc(SCCN2C(=O)c3ccccc3C2=O)[nH]c1=O | 1% | -4% | -2%
45 | CC1(C)CC(=O)C(CCC(=O)c2ccccc2)C(C)(C)N1 (stereo unspecified) | 7% | 12% | -11%
46 | COc1cccc2c1C(=O)c1c(O)c3c(c(O)c1C2=O)C[C@@](O)(C(=O)CO)C[C@@H]3O[C@H]1C[C@H](N)[C@@H](O)[C@H](C)O1 | ? | . | 0.16µM*
47 | O=C1C=C(c2cccc(CO)c2)C[C@@H](c2ccc(Cl)cc2)C1 | 11% | -3% | ?
48 | C=CCn1c(C)c(C(C)=O)c(N2CCOCC2)nc1=S | 4% | -21% | -14%
49 | CCc1ccc(NS(=O)(=O)c2ccc(OC)c(C)c2)cc1 | -23% | -8% | ?
50 | COc1ccc(NC(=S)N2CCC(C(O)(c3ccccc3)c3ccccc3)CC2)cc1 | 9% | -1% | -7%
51 | Cc1ccc(-c2nc(NC(=O)CSc3nc(C)nc4sc5c(c34)CCCC5)ns2)cc1 | -11% | -2% | 12µM*
52 | COc1ccc(/C(C)=N/Nc2nc3ccccc3n3cnnc23)cc1OC | -23% | -6% | ?
53 | COc1ccc(C(=O)N/C(=C/c2cccnc2)C(=O)NCc2ccco2)cc1OC | 1% | -2% | -2%
54 | COc1cc(C2SC(C)C(=O)N2CCc2ccccc2)cc(OC)c1OC (stereo unspecified) | 18% | -4% | ?
55 | O=C(CSc1ncnc2c1nnn2Cc1ccccc1F)NCC1CCCO1 (stereo unspecified) | -9% | -4% | ?
56 | O=C(CSc1nnc(CN2CCCC2)n1-c1ccccc1)c1ccc2c(c1)OCO2 | 6% | -3% | ?

Only GCN5L2 inh, for some of the entries so far:
no. | canonical_smiles | GCN5L2 inh
50 | COc1ccc(NC(=S)N2CCC(C(O)(c3ccccc3)c3ccccc3)CC2)cc1 | -1%
54 | COc1cc(C2SC(C)C(=O)N2CCc2ccccc2)cc(OC)c1OC (stereo unspecified) | -4%
56 | O=C(CSc1nnc(CN2CCCC2)n1-c1ccccc1)c1ccc2c(c1)OCO2 | -3%
49 | CCc1ccc(NS(=O)(=O)c2ccc(OC)c(C)c2)cc1 | -8%
51 | Cc1ccc(-c2nc(NC(=O)CSc3nc(C)nc4sc5c(c34)CCCC5)ns2)cc1 | -2%

Continued.
entry | SMILES | FEN1 inhibitor | GCN5L2 inh | DT40 TDP1 CPT
57 | COCn1ccnc1C(O)(c1ccc(OC)cc1)c1ccc(OC)cc1 | -4% | -1% | 0%
58 | CCOC(=O)C(C)Sc1nc(-c2ccccc2)nc2ccccc12 (stereo unspecified) | -1% | -15% | -20%
59 | O=C(NCc1nnc(SCC(=O)N2CCCc3ccccc32)o1)c1ccccc1F | 13% | -3% | -15%
60 | COc1cc(C2c3c(oc4ccccc4c3=O)C(=O)N2Cc2ccncc2)ccc1O (stereo unspecified) | -14% | -3% | -23%
61 | COc1ccc(C(Nc2ccc(S(=O)(=O)N3CCOCC3)cc2)C(=O)NCCC(C)C)cc1OC (stereo unspecified) | 1% | -1% | 3%
62 | O=C(CN(C1CCCCC1)S(=O)(=O)c1ccc(F)cc1)NCC1CCCO1 (stereo unspecified) | 3% | . | 8.2µM*
63 | CCCCn1nnnc1SCC(=O)Nc1ccc(F)cc1 | 1% | -5% | -9%
64 | COC(=O)c1sccc1-c1ccc(/C=N/OC(=O)c2ccccc2)o1 | -5% | -5% | -29%

One compound at a time, as listed above. Screens in order: FEN1 inhibitor | GCN5L2 inh | DT40 TDP1 CPT
Shown for `O=C(NC1CCCC1)C(c1ccccn1)N(C(=O)c1csnn1)c1ccccc1F` (stereo unspecified) : 1% | -3% | -1%
Shown for `COc1ccc(C(Nc2ccc(S(=O)(=O)N3CCOCC3)cc2)C(=O)NCCC(C)C)cc1OC` (stereo unspecified) : 1% | -1% | 3%

(list continues)
entry | SMILES | FEN1 inhibitor | GCN5L2 inh | DT40 TDP1 CPT
65 | O=C(Cc1ccc(Cl)cc1)NC(=S)Nc1ccccc1N1CCOCC1 | 5% | -2% | -30%
66 | CC(=O)c1nn(-c2cccc(Br)c2)cc1C(=O)c1ccc2ccccc2c1 | 1% | 2% | ?
67 | CCOc1cc(C=NN2CCCCCC2)ccc1O | 0% | . | -2%
68 | Cc1ccc(C)c(N2CCN(Cc3csc(C)c3)CC2)c1 | 10% | -9% | ?
69 | Cc1cc(F)ccc1NC(=O)CCc1ccc(S(=O)(=O)N2CCOCC2)cc1 | -6% | 2% | -21%
70 | CCCCn1c(SCC(=O)Nc2ccccc2C(F)(F)F)nc2ccsc2c1=O | -12% | -2% | -17%
71 | Cn1/c(=N/N=C/c2ccc(N3CCOCC3)cc2)sc2ccccc21 | -23% | 0% | ?
72 | CCCn1nc(C(=O)OCC(=O)Nc2cccc(S(N)(=O)=O)c2)c2ccccc2c1=O | -5% | -3% | 3%
73 | CCCCn1c(SCC(=O)N(CC)C2CCS(=O)(=O)C2)nnc1C(CC)N(C)C (stereo unspecified) | 4% | -3% | 2%
74 | CCOC(=O)C1=C(C)NC(C)=C(C(=O)OCC)C1C(=O)OCC(=O)N(CC)C1CCS(=O)(=O)C1 (stereo unspecified) | 5% | 0% | 15%
75 | Cc1cccc(C)c1NC(=O)c1ccc(CN2CCc3ccccc3C2)cc1 | 1% | -1% | 21µM*
76 | CCCNC(=O)C1=CC(c2ccc3c(c2)OCO3)=NS(=O)(=O)N1C | -7% | -4% | 0%
77 | COc1ccc(OC)c(-c2csc(NC(=O)Cc3ccccc3F)n2)c1 | -16% | -12% | ?
78 | CNCCCOc1cccc(OC(C)C)c1 | 1% | -1% | -2%
79 | CNC(=O)COc1coc(CN2CCN(c3ccc(F)cc3)CC2)cc1=O | 4% | 1% | -2%
80 | CCOC(=O)N1CCN(C(=O)c2cc(OC)c(OC)c(OC)c2)CC1 | 22% | -10% | -3%
81 | O=C(c1ccc2c(c1)OCO2)N1CCCCC1 | . | 46%[activator] | 8%
82 | CC(C)c1ccc(Cc2nnc(NCCCO)[nH]c2=O)cc1 | 21% | -18% | 0%
83 | COc1ccc(CNC(=O)CC23CC4CC(CC(C4)C2)C3)cc1 | 12% | -5% | -10%
84 | COc1ccc2nc(NC(=O)[C@@H]3CCCN3C(=O)c3cccs3)sc2c1 | 4% | -5% | 4%
85 | CCn1ccnc1CN(C)C(=O)c1cc(COc2ccccc2SC)on1 | -2% | -15% | ?
